# High-throughput results deposited in PubChem by several laboratories.
# NCOA2 inhibitor: inhibits human steroid receptor coactivator 2. hit rate 0.17% among 370,000. HEK293 GAL4-SRC2 luciferase reporter, luminescence. inhibition, % at 9 µM;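 active means inhibition above the mean inhibition of all tested compounds plus 3 SD, set per campaign, cut at about 52% in these data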;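 further: 0% = DMSO treated cells and 100% = cells given Gossypol at 36 µM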
# LRH-1 inv ag: NR5A2 inverse agonism in reporter assay; AID 602396; inhibition, % at 3.6 µM; HEK293T StAR-luciferase reporter, LRH-1 transfected, 24 h; O00482; hit rate 0.13% among 360,000;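 active means inhibition above the mean inhibition of all tested compounds plus 3 SD, cut at about 73% in these data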;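 further: 0% = DMSO wells and 100% = reporter-only cells lacking LRH-1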
# Target sequence (O00482 whole entry, looked up): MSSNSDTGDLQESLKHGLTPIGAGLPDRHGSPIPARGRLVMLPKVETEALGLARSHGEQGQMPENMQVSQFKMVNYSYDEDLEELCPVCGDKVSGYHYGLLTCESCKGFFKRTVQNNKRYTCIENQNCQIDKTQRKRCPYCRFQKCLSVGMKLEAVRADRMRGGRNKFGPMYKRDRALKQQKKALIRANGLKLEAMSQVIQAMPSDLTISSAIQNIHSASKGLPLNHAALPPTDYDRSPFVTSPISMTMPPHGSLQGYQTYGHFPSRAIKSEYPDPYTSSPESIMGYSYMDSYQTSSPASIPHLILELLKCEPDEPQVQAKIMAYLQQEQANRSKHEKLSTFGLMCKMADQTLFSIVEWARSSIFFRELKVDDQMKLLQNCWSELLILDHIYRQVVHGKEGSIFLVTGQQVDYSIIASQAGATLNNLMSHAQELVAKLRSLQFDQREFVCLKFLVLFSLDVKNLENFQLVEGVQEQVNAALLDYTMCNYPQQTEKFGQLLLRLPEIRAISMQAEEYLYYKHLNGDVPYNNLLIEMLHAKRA
# C8 TRAIL sens: sensitizes caspase-8 expressing cells to TRAIL; NB7+C8 cells + TRAIL, ATPlite viability luminescence; inhibition (viability loss, TRAIL sensitization), % at 10 µM; hit rate 1% among 360,000; AID 624354;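 active means compounds causing at least 50% loss of cell viability in the single-dose screen, relative to plate controls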
# CF NFkB inh: blocks PAF-induced NF-kB reporter in cystic fibrosis cells. inhibition, % at 5 µM. AID 588850. hit rate 0.86% among 360,000. KKLEB NF-kB-GFP reporter, GFP fluorescence overnight;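 active means at least 50% inhibition at 5 µM, scaled per plate between neutral and stimulator controls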;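 further: PAF is a Pseudomonas aeruginosa culture filtrate used as stimulus; plate controls were PAF-stimulated DMSO wells for no effect and unstimulated DMSO wells for full effect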
# TROY signal inh: inhibitors of TROY-dependent NF-kB signaling; Q293 LMP1-TROYcd NF-kB luciferase reporter, 4 h; AID 1347056; hit rate 0.98% among 360,000; inhibition, % at 10 µM;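 active means compounds whose plate-normalised and pattern-corrected inhibition of the luciferase reporter signal at the single screening dose is 50% or more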
# NR2F2 inh: blocks human COUP-TFII nuclear receptor; HEK293T NGFI-A luciferase reporter, luminescence; inhibition, % at 8.6 µM; hit rate 0.7% among 370,000; AID 686940;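 active means inhibition above a per-plate cutoff, mean inhibition of test wells between control levels plus 3 SD, cut at about 38% in these data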;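 further: cells cotransfected with COUP-TFII expression vector driving the NGFI-A reporter; 0% = median of COUP-TF2 test wells and 100% = reporter-only cells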
# Target sequence (P24468 whole entry, looked up): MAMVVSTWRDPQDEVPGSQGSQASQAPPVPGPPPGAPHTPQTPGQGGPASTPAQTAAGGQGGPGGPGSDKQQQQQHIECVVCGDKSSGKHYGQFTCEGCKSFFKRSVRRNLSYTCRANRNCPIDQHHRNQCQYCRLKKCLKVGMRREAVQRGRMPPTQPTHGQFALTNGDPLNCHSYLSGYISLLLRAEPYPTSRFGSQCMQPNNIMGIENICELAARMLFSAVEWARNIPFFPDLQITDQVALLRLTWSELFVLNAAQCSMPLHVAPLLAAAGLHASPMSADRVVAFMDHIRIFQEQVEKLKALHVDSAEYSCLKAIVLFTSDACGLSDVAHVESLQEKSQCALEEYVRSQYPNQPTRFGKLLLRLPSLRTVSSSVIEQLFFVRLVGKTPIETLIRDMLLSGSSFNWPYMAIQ
# SRC1 inh: inhibitors of human steroid receptor coactivator 1 (SRC1) | Q15788 | hit rate 0.12% among 360,000 | inhibition, % at 3.6 µM | AID 588354 | HEK293 GAL4-SRC1 luciferase reporter, luminescence;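 active means inhibition above the campaign mean plus 3 SD, with each screening campaign given its own cutoff, cut at about 60% in these data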;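 further: 0% = DMSO treated cells and 100% = gossypol at 36 µM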
# EBV LMP1 NFkB: inhibitors of Epstein-Barr LMP1-induced NF-kappaB reporter; hit rate 0.69% among 350,000; LMP1-induced NF-kappaB luciferase reporter cells, luminescence; AID 504558; inhibition, % at 12.5 µM; in the data active means inhibition above about 41%;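 further: 0% = neutral control wells and 100% = reference inhibitor control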
# TWEAK-Fn14 inh: TWEAK-Fn14 signaling inhibition; TWEAK-stimulated Fn14 reporter cells, luciferase luminescence, 8 h; inhibition, % at 10 µM; hit rate 2% among 360,000; in the data active means inhibition above about 50%
# SRC3 inh: human NCOA3 inhibition | Q9Y6Q9 | HEK293 GAL4-SRC3 luciferase reporter, luminescence | inhibition, % at 3.6 µM | hit rate 0.17% among 360,000 | AID 588352;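 active means inhibition above a per-campaign cutoff, the mean of all compounds plus 3 SD, cut at about 60% in these data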;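 further: 0% = DMSO-treated cells and 100% = gossypol-treated cells at 36 µM; higher means less SRC3-driven luciferase light from the GAL4 reporter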
# KKLEB cytotox: counter-screen for CF NF-kB inhibitors: cytotoxicity | KKLEB CF airway cells viability, ATPlite luminescence, overnight; hits give low values; cells stimulated with P. aeruginosa culture filtrate | activity change (cytotoxicity), % at 5 µM | hit rate 0.36% among 360,000;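 active means corrected activity change at or below -50% at 5 µM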
# * marks the source's active call; other numbers are inactive results; / = not tested or not shown. No enrichment for hits (roughly 4.2% active in at least one column).
SMILES,NCOA2 inhibitor,LRH-1 inv ag,C8 TRAIL sens,CF NFkB inh,TROY signal inh,NR2F2 inh,SRC1 inh,EBV LMP1 NFkB,TWEAK-Fn14 inh,SRC3 inh,KKLEB cytotox
COc1cc(NS(=O)(=O)c2ccc(NC(=S)NC(=O)c3ccco3)cc2)ncn1,1,-13,10,10,-10,2,19,-3,3,15,-2
COc1ccc(Cc2nnc(NC(=O)CS(=O)(=O)c3ccccc3)s2)cc1OC,-2,14,11,12,-4,-8,-9,-5,36,-2,0
COc1ccccc1C(=O)COC(=O)c1ccc(N(C)C)cc1,-95,-124,30,-23,-28,-52,-106,-8,17,-64,-12
CCN1C(=O)[C@H]2[C@@H](c3ccc(OC)cc3)N[C@]3(CCCN(CC4CCCCC4)C3=O)[C@H]2C1=O,-35,-2,6,-9,1,1,-3,-4,6,-22,4
Cn1c(N)c(-c2nc3cccnc3n2C)sc1=S,3,1,-6,-19,-14,11,3,-1,-11,-23,4
O=C(O)/C=C/C(=O)Nc1ccc(SC(F)(F)F)cc1,2,15,-5,6,-2,14,-18,-11,-11,4,-19
CCCCn1c(N)c(N(CCOC)C(=O)c2ccc(N3C(=O)c4ccccc4C3=O)cc2)c(=O)[nH]c1=O,-7,-35,-4,26,5,10,-1,5,2,14,-8
CCCCn1c(SCC(=O)N2CCCCC2C)nc2cc(S(N)(=O)=O)ccc21 (configuration not stated),9,-8,-15,-8,-15,7,2,-4,5,2,2
Clc1cccc(N2CCN(Cc3ccc(Br)o3)CC2)c1,7,1,-8,6,3,-22,3,0,-1,16,3
CS(=O)(=O)c1ccccc1-c1nnc(NC(=O)C2=COCCO2)o1,9,-10,-4,-17,-14,-2,-9,4,-17,11,10
COCc1cccc(-c2csc(C(O)c3ccc(F)cc3)n2)c1 (configuration not stated),-96,-22,1,-10,-24,4,-19,/,-14,-41,6
CCCOc1ccc(N2C(=O)C3ON(c4ccccc4)C(c4ccc(O)c(OC)c4)C3C2=O)cc1 (configuration not stated),6,-25,-14,-12,-5,-9,13,-1,-2,-8,-5
Cc1ccc(-c2nnc(NC(=O)c3ccco3)s2)cc1,-44,-71,68*,-4,-29,-14,-157,4,4,-142,-9
NS(=O)(=O)c1ccc(NC(=O)COC(=O)c2ncc(Cl)c(Cl)c2Cl)cc1,-6,1,-10,3,5,6,10,4,-13,8,2
CC(C)(CCO)NC(=S)NC1CC2C=CC1C2 (configuration not stated),-25,6,7,-4,-10,-8,2,2,15,10,1
C=CCNC(=O)CC(C)C(CCCCC)C(=O)O (configuration not stated),3,-2,10,-4,7,-10,4,0,10,5,2
O=C(NC1CC1)C1=C[C@@H](C2CCCCC2)C[C@@H](OCCCCO)O1,-5,7,-10,-10,-25,1,-5,7,-5,6,-6
CC1=NN(c2ccccc2)C(=O)/C1=C/c1c(O)n(-c2ccc(F)cc2)[nH]c1=O,-30,-20,33,39,-75,-36,-30,-22,-58,-35,-15
Nc1nnc(SCCCC(=O)c2ccc(F)cc2)s1,-52,-8,9,-14,-45,-4,-45,-8,-4,-18,23
COc1ccc(C2(O)CC3CCC(C2)N3c2cc(C)nc(-c3ccccc3)n2)cc1 (configuration not stated),-9,4,-12,-8,8,-13,-3,3,9,4,-8
Cc1ccc(C(=O)NCCN2C3=NC[C@H](Cc4ccc(O)cc4)N3C[C@H]2Cc2ccc(O)cc2)cc1Br,-4,-3,-9,11,5,6,-2,3,-2,-6,-1
O=c1c2ccccc2c(C=Nc2ccccc2O)c(O)n1-c1nccs1,-5,45,5,-52,6,-4,-45,-1,2,-6,12
CC1CN(CCOc2ccc(Cl)c(Cl)c2)CC(C)O1 (configuration not stated),1,-27,0,-6,-17,4,-10,-5,-15,8,1
CCCCS(=O)(=O)Nc1ccc2c(c1)ncn2C1CCCCC1,14,4,-1,-4,4,-3,21,3,-26,11,-2
CCOC(=O)N1CCN(C(=O)/C=C/c2ccc(OC)c(OC)c2)CC1,11,9,1,-17,6,-15,10,-7,-4,-6,-2

# Rewritten with bars between the fields: 9 of the compounds above.
compound | NCOA2 inhibitor | LRH-1 inv ag | C8 TRAIL sens | CF NFkB inh | TROY signal inh | NR2F2 inh | SRC1 inh | EBV LMP1 NFkB | TWEAK-Fn14 inh | SRC3 inh | KKLEB cytotox
CCCCn1c(SCC(=O)N2CCCCC2C)nc2cc(S(N)(=O)=O)ccc21 (configuration not stated) | 9 | -8 | -15 | -8 | -15 | 7 | 2 | -4 | 5 | 2 | 2
Clc1cccc(N2CCN(Cc3ccc(Br)o3)CC2)c1 | 7 | 1 | -8 | 6 | 3 | -22 | 3 | 0 | -1 | 16 | 3
CS(=O)(=O)c1ccccc1-c1nnc(NC(=O)C2=COCCO2)o1 | 9 | -10 | -4 | -17 | -14 | -2 | -9 | 4 | -17 | 11 | 10
COCc1cccc(-c2csc(C(O)c3ccc(F)cc3)n2)c1 (configuration not stated) | -96 | -22 | 1 | -10 | -24 | 4 | -19 | / | -14 | -41 | 6
CCCOc1ccc(N2C(=O)C3ON(c4ccccc4)C(c4ccc(O)c(OC)c4)C3C2=O)cc1 (configuration not stated) | 6 | -25 | -14 | -12 | -5 | -9 | 13 | -1 | -2 | -8 | -5
Cc1ccc(-c2nnc(NC(=O)c3ccco3)s2)cc1 | -44 | -71 | 68* | -4 | -29 | -14 | -157 | 4 | 4 | -142 | -9
NS(=O)(=O)c1ccc(NC(=O)COC(=O)c2ncc(Cl)c(Cl)c2Cl)cc1 | -6 | 1 | -10 | 3 | 5 | 6 | 10 | 4 | -13 | 8 | 2
CC(C)(CCO)NC(=S)NC1CC2C=CC1C2 (configuration not stated) | -25 | 6 | 7 | -4 | -10 | -8 | 2 | 2 | 15 | 10 | 1
C=CCNC(=O)CC(C)C(CCCCC)C(=O)O (configuration not stated) | 3 | -2 | 10 | -4 | 7 | -10 | 4 | 0 | 10 | 5 | 2

# The listing continues:
SMILES,NCOA2 inhibitor,LRH-1 inv ag,C8 TRAIL sens,CF NFkB inh,TROY signal inh,NR2F2 inh,SRC1 inh,EBV LMP1 NFkB,TWEAK-Fn14 inh,SRC3 inh,KKLEB cytotox
CCn1cc(SCC(=O)N2CCOCC2)c2ccccc21,-69,-91,6,-2,-57,-10,-22,-19,-13,-59,-7
Cc1ccc2nc(-c3cccc(NC(=O)c4ccco4)c3)[nH]c2c1,-77,-42,42,-20,-21,-22,-56,-19,6,-60,2
Cn1c(=O)n(C)c2cc(NS(=O)(=O)c3ccccc3)ccc21,/,21,3,-72,-6,/,-14,-6,8,-5,6
COC(=O)C(NS(=O)(=O)c1ccc(C)cc1)c1ccccc1 (configuration not stated),-23,-1,0,4,1,8,17,-9,-1,11,-14
CCOc1ccc(/C=C(\C)C(=O)c2c(C)cc(C)[nH]c2=O)cc1,-10,10,-4,13,2,8,-3,11,18,3,-2
COc1ccc2[nH]c3c(c2c1)CCN1C(=O)C(CC(=O)NCCC2=CCCCC2)C[C@H](C(=O)N2CCCCC2)[C@@]31CCc1ccccc1 (some centres not stated),-23,-15,5,56*,5,3,-9,20,25,5,-49
COc1ccc(NC2CC(=O)N(C(C)C)C2=O)cc1 (configuration not stated),-17,-38,8,15,-23,-13,-24,-23,-41,-31,-16
CC(C(=O)Nc1sc2c(c1C#N)CCCCC2)N1C(=O)c2ccccc2C1=O (configuration not stated),-6,-29,1,-8,9,7,2,-3,1,11,4
COc1ccccc1CCNC(=O)C(=O)NCC1OCCN1S(=O)(=O)c1cccs1 (configuration not stated),5,8,-1,-6,16,4,-12,-4,-1,-10,-6
CCN(CC)C(=S)SCC(=O)c1ccccc1,-62,-127,10,1,-38,-46,-87,-38,-4,-75,11
CC(C)c1ccc(/C=C/C(=O)N2CCOCC2)cc1,-83,-125,20,-17,-47,-44,-119,-19,38,-94,5
O=C(CSCc1ccc(Cl)cc1)Nc1cccc(C(=O)Nc2ccccc2C(=O)O)c1,-2,11,16,-13,31,-3,11,-4,1,9,7
O=C(c1noc2c1CCc1ccccc1-2)N1CCOCC1,-15,-45,1,7,-35,-31,-48,-15,-8,-56,-5
CCOc1ccc(S(=O)(=O)N2CCN(C)CC2)cc1NC(=O)c1ccccc1F,-1,-9,-14,2,2,-3,1,-14,-16,3,-2
COCCNC(=O)CCc1nnc(Cc2ccc(-c3ccccc3)cc2)o1,8,-9,-16,-1,-10,-10,-1,-4,2,14,-4
Cc1occc1-c1nnc(SCCCC(=O)c2ccc(F)cc2)n1C,-8,1,-17,5,18,13,-7,12,-8,-9,-2
O=C(CCNC(=O)c1ccccc1Cl)Nc1ccc(S(=O)(=O)Nc2ncccn2)cc1,3,4,-34,-1,9,-13,-12,3,1,8,3
COc1ccccc1N1CCN(C(=O)C2CCN(S(=O)(=O)N3CCOCC3)CC2)CC1,21,0,3,-9,13,8,-1,-5,-12,-4,7
COc1cccc(-c2cc(C(=O)N3CCN(Cc4ccc5c(c4)OCO5)CC3)on2)c1,5,5,7,-4,12,14,-12,2,5,13,-2
CC(NS(=O)(=O)c1ccc2c(c1)OCCCO2)C(=O)O (configuration not stated),15,-16,-3,1,5,1,8,-1,-6,-6,3
O=C(CSc1nnc(CNc2ccc(F)cc2)n1CC1CCCO1)N1CCOCC1 (configuration not stated),22,17,-10,-9,6,-3,-21,-2,-14,-2,15
CCn1c2ccccc2c2nnc(SCC(N)=O)nc21,-2,-8,-34,-7,-21,-2,-9,-9,-12,-1,5
COCc1nnc(NC(=O)c2cccc(NC(=O)C(C)C)c2)s1,-21,-38,3,-14,-13,-40,-17,-16,-6,-21,15
COc1cc(CN2CCC(CO)(Cc3cccc(C(F)(F)F)c3)CC2)ccc1F,4,17,-8,-1,-16,-13,-3,8,5,31,-11
CCCCn1c(=O)[nH]c(=O)c2c1nc(-c1ccccc1OC(F)F)n2C,11,-19,7,7,-7,2,-6,2,-12,1,-11
CCOc1ccc(C(=O)N/N=C/c2ccccc2[N+](=O)[O-])cc1,-60,-128,76*,6,-27,-24,-135,-11,-2,-81,-11
COC(=O)CNC(=O)Cn1cnc2sc(C)c(S(=O)(=O)N3CCN(c4ccccc4OC)CC3)c2c1=O,-17,10,-18,2,-8,0,8,0,18,1,-11
COc1ccc(-c2csc(NCCc3nc4cc(Cl)c(N5CCCCC5)cc4n3CCOCCO)n2)cc1,9,-31,11,-19,4,8,-4,7,-3,-9,-16
